# Screening data (PubChem)
# FN deposit inh: fibronectin deposition inhibition. AID 743247. AH1F fibroblasts, Alexa488-fibronectin deposition fluorescence, overnight. inhibition, % at 12.6 µM. 0.086% of 350,000 active;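 active = mean inhibition across replicates of 30% or more, regardless of how many single replicates reach that level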;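 also: positive control wells lacked labelled fibronectin entirely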
#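 Material: AH1F fibroblast monolayer depositing Alexa488-labelled fibronectin into matrix | Input: 10000 AH1F cells/well | Medium: DMEM plus 2% serum, read in PBS | Reagent: Alexa488-fibronectin, 24 nM final in well | Compound dosing: One dose per compound, pinned | Schedule: 1 h adhesion, overnight exposure | Measured by: Fluorescence at 485 nm excitation, 525 nm emission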
# PglD DTNB: blocks C. jejuni PglD acetyltransferase activity; purified PglD enzyme, DTNB colorimetric CoA detection; inhibition, % at 12.5 µM; 0.098% of 360,000 active; AID 602405; in the data active = inhibition above about 16%, passing the limit was not always enough; also: strong numbers were not always called active
# EWS-Fli block: EWS/Fli transcriptional activity inhibition; inhibition, % at 12.6 µM; 0.67% of 350,000 active; A673 NR0B1-luciferase reporter, viability-normalised; AID 651661;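 active = mean inhibition of at least 50% after viability correction, with every replicate also passing that limit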;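 also: firefly luciferase signal divided by Alamar Blue viability fluorescence both relative to DMSO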
# ERAP1 inh: blocks human ERAP1 aminopeptidase activity | AID 652197 | 0.15% of 340,000 active | inhibition, % at 10.7 µM | Q9NZ08 | recombinant ERAP1, Leu-AMC fluorescence, 60 min;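 active = mean replicate inhibition of at least 30%, or all replicates individually reaching that 30% level; inactive = mean below 30% and not every replicate reaching it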;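 also: 0% = neutral control wells and 100% = L-leucinethiol positive control wells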
# Target sequence (Q9NZ08 whole entry, looked up): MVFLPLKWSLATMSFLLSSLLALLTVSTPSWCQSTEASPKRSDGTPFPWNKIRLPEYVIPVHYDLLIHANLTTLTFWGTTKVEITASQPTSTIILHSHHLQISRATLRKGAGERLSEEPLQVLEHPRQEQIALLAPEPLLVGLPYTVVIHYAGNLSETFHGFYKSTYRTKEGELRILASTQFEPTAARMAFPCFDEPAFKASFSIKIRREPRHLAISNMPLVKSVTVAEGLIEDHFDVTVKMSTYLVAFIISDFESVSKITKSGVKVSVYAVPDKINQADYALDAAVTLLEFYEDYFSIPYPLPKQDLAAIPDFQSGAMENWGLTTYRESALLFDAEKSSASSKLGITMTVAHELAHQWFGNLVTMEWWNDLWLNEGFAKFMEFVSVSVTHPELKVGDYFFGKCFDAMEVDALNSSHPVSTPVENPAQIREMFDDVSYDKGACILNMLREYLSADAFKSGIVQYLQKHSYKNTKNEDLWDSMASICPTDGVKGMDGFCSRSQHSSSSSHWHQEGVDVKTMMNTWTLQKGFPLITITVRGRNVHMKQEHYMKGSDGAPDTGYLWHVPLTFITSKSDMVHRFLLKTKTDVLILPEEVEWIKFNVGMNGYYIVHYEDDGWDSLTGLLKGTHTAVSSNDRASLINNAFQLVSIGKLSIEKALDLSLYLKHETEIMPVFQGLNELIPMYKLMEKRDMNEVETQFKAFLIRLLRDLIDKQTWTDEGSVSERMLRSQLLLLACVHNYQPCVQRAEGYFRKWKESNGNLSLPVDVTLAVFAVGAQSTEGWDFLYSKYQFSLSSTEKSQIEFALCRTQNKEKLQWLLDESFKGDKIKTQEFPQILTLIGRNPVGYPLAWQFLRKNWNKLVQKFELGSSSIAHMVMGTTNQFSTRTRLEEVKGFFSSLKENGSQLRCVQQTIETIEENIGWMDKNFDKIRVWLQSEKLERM
# PAX8 reporter: lowers PAX8-driven luciferase in RMG-I cells | RMG-I TPO-luciferase reporter, SteadyGlo, 24 h | inhibition, % at 12.6 µM | 1.2% of 360,000 active | AID 652154;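 active = mean replicate inhibition at least 60% with every replicate also reaching 60%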;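 also: luciferase light reporting Pax8 driven TPO promoter activity; plate controls were median of neutral control wells for no effect and mitoxantrone controls for full effect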
# S100A4 MyoIIA: S100A4-myosin IIA interaction inhibition; P26447; S100A4/TAMRA-MyoIIA peptide fluorescence polarization; inhibition, % at 10.7 µM; 0.14% of 360,000 active; AID 652163;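 active = mean inhibition of at least 70% across replicates, with every replicate also reaching that level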
# Target sequence (P26447 whole entry, looked up): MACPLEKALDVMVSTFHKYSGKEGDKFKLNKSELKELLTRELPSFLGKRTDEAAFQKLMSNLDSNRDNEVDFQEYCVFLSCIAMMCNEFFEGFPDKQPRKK
#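 Test system: S100A4 monomer protein; Medium: HEPES pH 7.2 with CaCl2, KCl, NaCl, DTT, Triton; Probe or stimulus: TAMRA-labelled myosin IIA heavy-chain peptide probe, 5 nM; Doses: one dose per compound; Times: polarization read 5 min after assay mix addition, stable 5–60 min; Benchmarks: neutral control DMSO, positive control TFP.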
# LGR2 antag: inhibitors of bursicon-induced Drosophila LGR2 receptor cAMP signaling | 0.35% of 380,000 active | inhibition, % at 9.99 µM | HEK293 LGR2, CRE-luciferase, bursicon-stimulated, 4 h;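 active = drop in luminescence signal, shown as inhibition above about 50% in the replicate tests, limit read from the data, passing the limit was not always enough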;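 also: agonist challenge used bursicon conditioned medium at about half maximal strength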
# PGC1a acetyl inh: modulators of PGC1a acetylation; U2OS PGC1a acetylation, AlphaScreen anti-acetyl-lysine; with virally co-expressed GCN5 acetyltransferase; 0.17% of 350,000 active; AID 651687; inhibition, % at 15.6 µM;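 active = every replicate shows inhibition of at least 40%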;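 also: 0% = neutral control wells and 100% = positive control wells; some results beyond the cut were filed as inactive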
# Starred values were filed as active, the others as inactive; / = not tested or not shown.
Compound | EWS-Fli block | PglD DTNB | PGC1a acetyl inh | PAX8 reporter | S100A4 MyoIIA | LGR2 antag | FN deposit inh | ERAP1 inh
COc1ccc(C(=O)O)cc1S(=O)(=O)NCc1cccnc1 | 1 | -4 | 5 | 14 | 3 | -4 | 0 | -2
Cc1nn(-c2ccccc2)c(C)c1[N+](=O)[O-] | 5 | / | / | -8 | 6 | 2 | -4 | 5
CCOc1ccc2oc(C(=O)NC3CCN(Cc4ccccc4)CC3)c(C)c2c1 | 5 | 3 | 5 | 11 | -9 | 4 | 4 | -1
O=C(O)c1ccc(NS(=O)(=O)c2cccc(C(=O)Nc3ccccc3[N+](=O)[O-])c2)cc1 | 6 | 0 | 0 | -7 | -2 | -7 | 1 | -8
CCCCC(=O)NC(c1ccc(OC)cc1)c1ccc2cccnc2c1O (stereo unspecified) | 11 | 0 | / | 71* | 3 | 11 | 25 | 14
Cc1cc(C)n(CCSCC(=O)O)n1 | 5 | -2 | 4 | / | -1 | 6 | / | -3
Cc1nc(N)sc1-c1csc(Nc2cccc(O)c2)n1 | -105 | -4 | 2 | -52 | -4 | 9 | -2 | 0
CC(OC(=O)C1CC(O)CN1S(=O)(=O)c1ccccc1[N+](=O)[O-])C(=O)N1CCCCC1 (stereo unspecified) | -7 | 7 | / | 13 | 4 | -26 | -3 | -8
Cc1cccn2c(CNCCCn3ncc4ccccc43)c(C(=O)N3CCCCC3)nc12 | -3 | / | / | -7 | -5 | -7 | -7 | 2
CCCNC(=O)[C@H]1[C@H](CO)[C@H]2Cn3c(ccc(-c4ccc(F)cc4)c3=O)[C@@H]1N2Cc1ccccc1F | 3 | 1 | / | / | -5 | 7 | / | -2
N#C[C@@H]1[C@H](c2ccccc2C2=CCCC2)[C@@H](CO)N1C(=O)C1CCOCC1 | -12 | / | -12 | 14 | -20 | 0 | 5 | 1
CC(C)c1ccccc1NC(=S)NC1CCCCC1 | -2 | / | / | 9 | 4 | / | -3 | 3
CCS(=O)(=O)Nc1ccc2c(c1)C(=O)N(C)C[C@H](OC)[C@H](C)CN(Cc1ccccn1)[C@H](C)CO2 | 9 | -1 | 9 | -11 | -9 | -24 | -14 | -3
COCC#Cc1cnc2c(c1)C(=O)N([C@H](C)CO)C[C@@H](C)[C@@H](CN(C)C(=O)C1CCC1)O2 | -10 | 2 | 25 | / | 0 | 6 | / | 5
C[C@@H]1CN([C@@H](C)CO)C(=O)Cc2cc(NC(=O)CCN3CCOCC3)ccc2O[C@H]1CN(C)Cc1ccc2c(c1)OCO2 | 1 | / | -7 | -6 | / | -9 | / | /
COc1ccc(-c2nc3cc(C)c(Br)c(C)n3c2Cc2cccc(F)c2)cc1OC | 3 | -1 | -4 | 18 | -2 | -38 | -11 | -3
C[C@@H]1C=C(C(=O)NCc2nc3ccccc3[nH]2)O[C@H](OCCCCO)C1 | -13 | -1 | 5 | 18 | / | -7 | -6 | /
COc1ccc(-c2[nH]ncc2CN(C)CCN2CCOCC2)cc1F | 6 | / | -7 | 8 | 2 | 2 | / | -4
N#C/C(=C\c1cn(Cc2ccc(C#N)cc2)c2ccccc12)C(=O)NCc1cccs1 | 10 | / | / | -2 | -1 | / | 3 | -2
CCC(=O)N1[C@H](CO)[C@H](c2ccccc2-c2ccccc2)[C@@H]1C#N | 2 | / | 23 | / | 0 | -15 | -7 | -3
COc1ccc(NC(=O)c2cccc(N3C(=O)C4CCC(C)CC4C3=O)c2)c(OC)c1 (stereo unspecified) | -7 | -8 | / | 2 | 0 | 9 | -6 | 0
COc1ccc(CN2C[C@@H](O)COC[C@H]3O[C@@H](CC(=O)NCc4ccccc4Cl)CC[C@@H]32)cc1 | 11 | 0 | -8 | 19 | 27 | 1 | -11 | 0
O=c1[nH]c(CN2CCN(c3ccccc3)CC2)nc2scc(-c3ccccc3)c12 | -3 | 6 | 1 | 9 | -5 | 18 | -3 | -2
COc1ccc(NC(=O)C2=NN(C3CCS(=O)(=O)C3)C(=O)CC2)cn1 (stereo unspecified) | 3 | / | / | -8 | 5 | 29 | / | 2
COCCn1c(=S)[nH]c2ncccc2c1=O | / | -3 | 0 | 0 | / | / | -2 | /
Cc1ccc(S(=O)(=O)Nc2ccc3c(c2)C(=O)N([C@@H](C)CO)C[C@H](C)[C@H](CN(C)C(=O)C2CCCCC2)OCCCC[C@H](C)O3)cc1 | 7 | -3 | 11 | 12 | 12 | -6 | 6 | 3
CSc1nnc(C)c(=O)n1COC(=O)c1ccc([N+](=O)[O-])cc1 | 0 | / | 7 | 6 | -4 | -10 | 31* | 0
CCOc1ccc(-n2ccn(CC(=O)NCCc3ccccc3)c(=O)c2=O)cc1 | 1 | / | / | / | 2 | -3 | -2 | 4
CNS(=O)(=O)c1cn(CC(=O)NCc2ccccc2OC)cc1S(=O)(=O)NC | 6 | 0 | 5 | 3 | -4 | 22 | 3 | -3
CC(C)(C)CC(=O)NCCCN1CCOCC1 | -11 | -1 | 7 | -14 | -4 | 7 | 3 | -3

# 3 compounds from above, sorted by the number in S100A4 MyoIIA, rising:
smiles	S100A4 MyoIIA
CNS(=O)(=O)c1cn(CC(=O)NCc2ccccc2OC)cc1S(=O)(=O)NC	-4
N#C/C(=C\c1cn(Cc2ccc(C#N)cc2)c2ccccc12)C(=O)NCc1cccs1	-1
CCC(=O)N1[C@H](CO)[C@H](c2ccccc2-c2ccccc2)[C@@H]1C#N	0

# Remaining list, next part
Compound | EWS-Fli block | PglD DTNB | PGC1a acetyl inh | PAX8 reporter | S100A4 MyoIIA | LGR2 antag | FN deposit inh | ERAP1 inh
C[C@@H]1CN([C@H](C)CO)S(=O)(=O)c2ccc(-c3ccncc3)cc2O[C@H]1CN(C)Cc1ccccn1 | 9 | -3 | -3 | 16 | 8 | -2 | / | -5
Cc1ccc(S(=O)(=O)NCCSc2nnnn2C)cc1 | / | 4 | / | / | 0 | -1 | / | 2
Cc1cc(NC(=O)COC(=O)c2cccc(S(=O)(=O)N(C)C3CCCCC3)c2)no1 | -4 | / | 1 | 7 | 2 | 9 | 4 | /
O=C(CSCC(=O)Nc1cccc2ccccc12)Nc1cccc2ccccc12 | 15 | 2 | -3 | 24 | 2 | -1 | -10 | -2
CC(NCC(O)COC1CCC(C(C)(C)C)CC1)c1ccccc1 (stereo unspecified) | 14 | -4 | -14 | -10 | -1 | 3 | 12 | 12
CN(C)CCCNC(=O)[C@@H]1[C@@H](CO)[C@@H]2Cn3c(cccc3=O)[C@H]1N2C(=O)Nc1cc(F)ccc1F | 4 | -1 | / | -7 | / | 7 | / | /
CN1C(=O)c2cc(NC(=O)c3cnccn3)ccc2OC[C@H]2O[C@@H](CC(=O)NC3CCC3)CC[C@H]21 | -1 | 0 | 2 | 14 | 5 | 8 | -4 | 2
CC(=O)O/C(=C\c1cn(C(C)=O)c2ccccc12)C(=O)O | 8 | -3 | -5 | 23 | 1 | 2 | 6 | 1
Cc1ccc(S(=O)(=O)N2CCC3CC2c2cc(Cl)ccc23)cc1 (stereo unspecified) | -6 | -1 | -16 | -7 | -1 | 15 | / | -2
CCN(CC)C(=O)CSc1nnc2nnc3cc(OC)ccc3n12 | -9 | 2 | 3 | 14 | 8 | / | 16 | 1
O=C(NCCc1ccccc1F)c1[nH]c(C(F)(F)F)nc1-c1ccccc1 | 2 | 2 | -25 | 6 | 0 | 8 | 7 | -1
CCN1C(=O)/C(=C2/C(=O)N3c4c(cc(OC(C)=O)cc42)C(C)=CC3(C)C)SC1=S | / | -4 | / | 3 | / | 7 | -2 | /
COc1ccc(S(=O)(=O)N[C@H]2C=C[C@@H](CC(=O)NCc3ccccc3F)O[C@@H]2CO)cc1 | 2 | 4 | -26 | 6 | 14 | 15 | 4 | -9
CS(=O)(=O)N1[C@@H](C#N)[C@@H](c2ccccc2-c2ccc(F)cc2)[C@@H]1CO | 2 | / | -2 | 23 | 58 | 2 | -16 | 3
Cc1ccc(S(=O)(=O)N2CCOCC2)cc1C(=O)OCC(=O)NCc1ccccc1 | 0 | -5 | 10 | -15 | -3 | -6 | / | 4

# The final three entries of the part above come first, to join the parts:
Compound | EWS-Fli block | PglD DTNB | PGC1a acetyl inh | PAX8 reporter | S100A4 MyoIIA | LGR2 antag | FN deposit inh | ERAP1 inh
COc1ccc(S(=O)(=O)N[C@H]2C=C[C@@H](CC(=O)NCc3ccccc3F)O[C@@H]2CO)cc1 | 2 | 4 | -26 | 6 | 14 | 15 | 4 | -9
CS(=O)(=O)N1[C@@H](C#N)[C@@H](c2ccccc2-c2ccc(F)cc2)[C@@H]1CO | 2 | / | -2 | 23 | 58 | 2 | -16 | 3
Cc1ccc(S(=O)(=O)N2CCOCC2)cc1C(=O)OCC(=O)NCc1ccccc1 | 0 | -5 | 10 | -15 | -3 | -6 | / | 4
C[C@@H]1CN([C@H](C)CO)C(=O)Cc2cc(NC(=O)Nc3ccc4c(c3)OCO4)ccc2O[C@H]1CN(C)C(=O)Nc1ccccc1 | -10 | 1 | 3 | -35 | / | 10 | / | /
Cc1ccc(NC(=O)Cn2nc(-c3ccccc3)nc2-c2ccccc2)c(C)c1 | -9 | / | / | -5 | -4 | -1 | -5 | 0
CC(C)C(NC(=O)c1ccco1)C(=O)NC1CCCCCC1 (stereo unspecified) | / | 2 | -4 | 2 | 4 | -7 | -1 | 2
O=C(NCc1cccc(C(F)(F)F)c1)C1CCCN(c2ncccn2)C1 (stereo unspecified) | / | -3 | 12 | / | / | -3 | 2 | /
O=C1/C(=C\c2ccc(O)cc2)SC(=S)N1c1cccnc1 | 12 | / | / | 2 | 1 | -27 | -1 | -2
CC(=O)c1sc(-c2ccccc2)cc1NS(=O)(=O)c1ccccc1 | 5 | -7 | -2 | 7 | -11 | 6 | 4 | -4
COCCNC(=O)CN1N=C(c2ccc(C)cc2)CCC1=O | 4 | -2 | -3 | 7 | 0 | 3 | 6 | -1
CCC(=O)N1CC2(C1)[C@H](c1ccc(-c3ccccc3C)cc1)[C@H](CO)N2C(=O)CC | 6 | / | 1 | 15 | -8 | -4 | 1 | 4
CC(C)(C)OC(=O)NCCc1nc(NC(=O)OCc2ccccc2)sc1C(=O)O | 7 | / | / | -33 | 5 | 5 | 6 | -4
Cc1nc2c(=O)[nH]n(C)c2nc1C | 7 | 3 | / | 2 | 0 | 11 | 2 | -3
COc1cccc(S(=O)(=O)N2C[C@H](O)COC[C@H]3O[C@@H](CC(=O)N4CCCCC4)CC[C@@H]32)c1 | 5 | -4 | 2 | -3 | 4 | 6 | -8 | -1
CN(C)c1ccc(C=NC(CO)C(O)c2ccc([N+](=O)[O-])cc2)cc1 (stereo unspecified) | 7 | / | / | -22 | 5 | -14 | -6 | 3
CC1CC(C)CN(S(=O)(=O)c2ccc(C(=O)N3CCOCC3)cc2)C1 (stereo unspecified) | -2 | -2 | 1 | 1 | 0 | 19 | -3 | -1
COc1ccc(C(=O)c2cc([N+](=O)[O-])ccc2N2CCN(C)CC2)cc1 | 45 | / | 4 | 10 | -2 | 3 | -5 | 13
O=C(CNC(=S)N(Cc1ccccc1)Cc1cccnc1)N1CCOCC1 | -2 | 0 | 7 | 6 | 2 | -3 | 3 | -2
CCOc1ccccc1NC(=O)C(OC(=O)c1cnc(C)cn1)c1ccccc1 (stereo unspecified) | 0 | -7 | -3 | -18 | -3 | -7 | 3 | -3
Cc1ccc(OCc2cc(C(=O)N(CCO)Cc3cccs3)no2)cc1C | / | -1 | / | -173 | -7 | -37 | 18 | -2
CC(=O)Nc1ccc(S(=O)(=O)N2CCCCC2C(=O)O)cc1 (stereo unspecified) | 13 | / | / | 6 | 2 | -17 | 10 | 3
